U2OS ROS induce: raises reactive oxygen species in U2OS cancer cells | U2OS ROS induction, H2DCF-DA fluorescence | ROS induction (% of piperlongumine), % at 10 µM | 2% of 46,000 active; in the data active = ROS induction above about 79%, passing the limit was not always enough; inconclusive = no clear call, values can overlap the other calls;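 note: 0% = DMSO vehicle median and 100% = reference compound median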
Numbers without * were called inactive; ? = inconclusive.

SMILES	U2OS ROS induce
CC(C)NC(=O)Nc1cccc2c1O[C@@H](CN(C)Cc1ccc(Oc3ccccc3)cc1)[C@@H](C)CN([C@@H](C)CO)C2=O	2.1
Cc1ccc(S(=O)(=O)N(C)C[C@@H]2Oc3c(NS(=O)(=O)c4ccccc4)cccc3C(=O)N([C@@H](C)CO)C[C@@H]2C)cc1	25.1
O=C(CCN1CCN(c2ccccc2)CC1)Nc1nccs1	17.4
C[C@H](CO)N1C[C@H](C)[C@H](CN(C)S(=O)(=O)c2ccccc2)Oc2ncc(-c3ccc(F)cc3)cc2C1=O	29.7
C[C@H]1CN([C@@H](C)CO)C(=O)Cc2cc(NS(=O)(=O)c3ccc(Cl)cc3)ccc2O[C@@H]1CN(C)C(=O)Nc1ccc(C(F)(F)F)cc1	20.9
C[C@H]1CN([C@@H](C)CO)C(=O)c2cccc(NS(=O)(=O)c3ccc(F)cc3)c2O[C@@H]1CN(C)C(=O)Nc1ccc2c(c1)OCO2	-10.7
Cc1noc(C)c1NC(=O)Nc1ccc2c(c1)C(=O)N([C@H](C)CO)C[C@H](C)[C@@H](CN(C)CC1CC1)OCCCC[C@@H](C)O2	6.6
C[C@H](CO)N1C[C@H](C)[C@@H](CN(C)S(=O)(=O)c2ccccc2)Oc2c(NC(=O)Nc3ccccc3)cccc2C1=O	11.5
COc1cc(S(C)=O)ccc1-c1nc2ncccc2[nH]1 (stereo not drawn)	-8.2
CS(=O)(=O)N(CC(=O)Nc1ccc(Cl)c(C(F)(F)F)c1)c1cccc(C(F)(F)F)c1	6.0
CC(C)CCOc1ccc(C(=O)C(CN2CCOCC2)c2ccccc2)cc1 (stereo not drawn)	24.5
C[C@@H]1CN([C@@H](C)CO)C(=O)c2cc(NS(=O)(=O)c3ccccc3)ccc2O[C@@H]1CN(C)Cc1ccc2c(c1)OCO2	-10.0
C#C[C@]1(O)CC[C@H]2[C@@H]3CCC4=C(CCC(=O)C4)[C@H]3CC[C@@]21C	3.3
C[C@H](CO)N1C[C@H](C)[C@H](CN(C)C(=O)Nc2ccc3c(c2)OCO3)Oc2c(NC(=O)c3nc4ccccc4s3)cccc2C1=O	6.2
C[C@H](CO)N1C[C@H](C)[C@H](CN(C)CC2CC2)Oc2c(NC(=O)Nc3ccc(C(F)(F)F)cc3)cccc2C1=O	-2.2
C[C@H]1CN([C@@H](C)CO)C(=O)Cc2cc(NC(=O)Nc3ccccc3)ccc2O[C@@H]1CN(C)CC1CC1	5.8
CN1C(=O)N(C)C(=O)C(CCc2ccncc2)(C2(C#N)CCCCC2)C1=O	1.6
C[C@H](CO)N1C[C@H](C)[C@@H](CN(C)Cc2ccccc2)Oc2ccc(NC(=O)Cn3cnnn3)cc2C1=O	-3.8
C[C@H](CO)N1C[C@H](C)[C@@H](CN(C)C(=O)NC2CCCCC2)Oc2ccc(NC(=O)Nc3ccccc3)cc2C1=O	-18.3
C[C@@H]1CN([C@H](C)CO)C(=O)Cc2cc(NC(=O)Cn3cnnn3)ccc2O[C@H]1CN(C)Cc1ccc2c(c1)OCO2	-0.1
C[C@@H]1CCCCO[C@H](CN(C)CC2CCCCC2)[C@@H](C)CN([C@H](C)CO)C(=O)c2cc(NS(=O)(=O)c3cn(C)cn3)ccc2O1	-6.7
C=CCN(C(=O)Cc1ccc(OC)cc1)c1nnc(-c2ccc(Cl)cc2)s1	-5.0
COc1ccc(C=Nc2ccc(Br)cc2)cc1	2.0
C=C1CCC2C(C)(C)C(O)CCC2(C)C1CC/C(C)=C/C(=O)O (stereo not drawn)	1.1
COC(=O)c1cccc(NC(=O)CSc2nc(=O)cc(N)n2-c2ccccc2)c1	-14.0

Next part (four carried over from the part before).
SMILES	U2OS ROS induce
C=CCN(C(=O)Cc1ccc(OC)cc1)c1nnc(-c2ccc(Cl)cc2)s1	-5.0
COc1ccc(C=Nc2ccc(Br)cc2)cc1	2.0
C=C1CCC2C(C)(C)C(O)CCC2(C)C1CC/C(C)=C/C(=O)O (stereo not drawn)	1.1
COC(=O)c1cccc(NC(=O)CSc2nc(=O)cc(N)n2-c2ccccc2)c1	-14.0
Cc1noc(C)c1NC(=O)Nc1ccc2c(c1)C(=O)N([C@@H](C)CO)C[C@@H](C)[C@H](CN(C)C(=O)Nc1ccccc1)O2	-0.1
CCc1nc2sc3c(NCCc4ccccc4)ncnc3c2c2c1CCCC2	-4.5
COc1ccc(NC(=O)Nc2ccc3c(c2)C(=O)N([C@H](C)CO)C[C@H](C)[C@H](CN(C)Cc2ccc(Oc4ccccc4)cc2)O3)cc1	20.0
O=C(O)/C=C/CCCCCCCC(=O)O	5.0
C[C@@H]1CN([C@H](C)CO)C(=O)c2cccc(NS(=O)(=O)c3cn(C)cn3)c2O[C@H]1CN(C)Cc1ccc(Oc2ccccc2)cc1	-1.9
Cc1ccc(S(=O)(=O)N(C)C[C@H]2Oc3ccc(NC(=O)Nc4cccc5ccccc45)cc3CC(=O)N([C@@H](C)CO)C[C@@H]2C)cc1	34.5
CCN1CCN(c2nc(-c3ccc(C(C)(C)C)cc3)nc3ccccc23)CC1	47.0
COc1ccc(CN(C)C[C@@H]2Oc3ccc(NS(C)(=O)=O)cc3C(=O)N([C@@H](C)CO)C[C@H]2C)cc1	17.5
CC(=O)C(O)(C(=O)OCc1ccc(O[C@@H]2O[C@H](CO)[C@@H](O)[C@H](O)[C@H]2O)cc1)C(C)C (stereo partly drawn)	-5.2
COCCOC(=O)N1C(=O)[C@@]2(c3cc(C#CCC(C(=O)OC)C(=O)OC)ccc31)[C@H](C(=O)N1CCc3cc(OC)c(OC)cc3C1)[C@H]1C(=O)O[C@H](c3ccccc3)[C@H](c3ccccc3)N1[C@@H]2c1ccccc1OCCO	70.7
C[C@H](CO)N1C[C@H](C)[C@@H](CN(C)CC2CC2)Oc2c(NS(=O)(=O)c3ccc(Cl)cc3)cccc2C1=O	13.9
C[C@@H]1CN([C@@H](C)CO)C(=O)c2cc(NS(=O)(=O)c3ccc(Cl)cc3)ccc2O[C@H]1CN(C)S(=O)(=O)c1cccs1	8.7
NNc1nncc2ccccc12	-3.2
CCn1c(C(=O)N2CCC(C(=O)O)CC2)cc2sccc21	-5.0
O=C(O)c1cccc(Nc2nc(Nc3ccccc3)nc(N3CCCC3)n2)c1	150.5*
C[C@H](CO)N1C[C@H](C)[C@@H](CN(C)Cc2ccncc2)Oc2ccc(NC(=O)Cc3cn(C)c4ccccc34)cc2C1=O	?
CC(C)S(=O)(=O)c1csc(C(=O)OCC(=O)c2ccc(Cl)cc2)c1N	16.2
CNC[C@@H]1Oc2ccc(NC(=O)Nc3ccc(OC)cc3)cc2CC(=O)N([C@H](C)CO)C[C@H]1C	4.1
O=C(NO)c1ccc(C(=O)N/N=C/c2cc3c(cc2Br)OCO3)cc1	-15.8
COc1cc(N)c(Cl)cc1C(=O)O	41.8
COc1cc2ncc(-c3ccccc3)nc2cc1OC	28.6
Cc1ccc(C(C)C)c(OCC(=O)NCCC23CC4CC(CC(C4)C2)C3)c1	2.8
COc1cc(CO)ccc1OCC(=O)Nc1ccc(Br)cc1	-11.1
COc1ccc(CCN2C(=O)c3oc4ccc(C)cc4c(=O)c3C2c2cccc([N+](=O)[O-])c2)cc1OC (stereo not drawn)	-8.9
O=C(COc1ccc(S(=O)(=O)N2CCOCC2)cc1)Nc1ccc(Cl)c(C(F)(F)F)c1	15.7

Shown as labelled records: two of the compounds above.
SMILES: C[C@H](CO)N1C[C@H](C)[C@@H](CN(C)CC2CC2)Oc2c(NS(=O)(=O)c3ccc(Cl)cc3)cccc2C1=O
  U2OS ROS induce: 13.9
SMILES: C[C@@H]1CN([C@@H](C)CO)C(=O)c2cc(NS(=O)(=O)c3ccc(Cl)cc3)ccc2O[C@H]1CN(C)S(=O)(=O)c1cccs1
  U2OS ROS induce: 8.7

Next section
SMILES	U2OS ROS induce
CC(=O)Cn1c2ccccc2n2nc(CCC(=O)O)c(=O)nc12	-1.9
C[C@H](CO)N1C[C@H](C)[C@H](CN(C)CC2CCCCC2)Oc2ccc(NC(=O)CCCCCC(=O)Nc3ccccc3N)cc2CC1=O	-2.5
CCOc1ccc(-c2c(C#N)c(N)nc(SCC(=O)c3ccc(Cl)cc3)c2C#N)cc1	2.4
O=C1CNC(=S)N1CCOc1ccccc1Cl	-6.6
C[C@@H]1CN([C@@H](C)CO)C(=O)c2cc(NC(=O)Nc3cccc4ccccc34)ccc2O[C@@H]1CN(C)CC1CCCCC1	25.3
COc1ccc(NC(=O)Nc2ccc3c(c2)C(=O)N([C@H](C)CO)C[C@H](C)[C@@H](CN(C)S(=O)(=O)c2ccc(OC)cc2)OCCCC[C@@H](C)O3)cc1	51.7
C[C@H]1CN([C@@H](C)CO)C(=O)c2cc(NC(=O)Nc3ccc4c(c3)OCO4)ccc2O[C@@H]1CN(C)C(=O)Nc1ccc(C(F)(F)F)cc1	21.3
Cc1noc(C)c1NC(=O)N(C)C[C@@H]1Oc2ccc(NC(=O)CCC(F)(F)F)cc2CC(=O)N([C@@H](C)CO)C[C@@H]1C	-2.8
C[C@@H]1CN([C@H](C)CO)C(=O)c2cccc(NC(=O)c3cnccn3)c2O[C@H]1CN(C)Cc1ccc(C(F)(F)F)cc1	24.9
C[C@@H]1CN([C@H](C)CO)C(=O)c2cccc(NC(=O)c3nc4ccccc4s3)c2O[C@H]1CN(C)CC1CC1	9.8
Cc1c(Cc2ccc(Cl)cc2)c(=O)n2c([nH]c3ccccc32)c1C#N	13.2
CN(CCC#N)CC(=O)Nc1ccccc1[N+](=O)[O-]	-14.3
CC(C)=CCc1cc2c(cc1O)O[C@H]1c3ccc(O)c(O)c3OC[C@@H]21	16.4
Cc1noc(C)c1NC(=O)Nc1cccc2c1O[C@@H](CN(C)S(=O)(=O)c1ccc(Cl)cc1)[C@@H](C)CN([C@@H](C)CO)C2=O	-5.5
COc1ccc(S(=O)(=O)N(C)C[C@H]2Oc3c(NC(=O)Nc4ccc5c(c4)OCO5)cccc3C(=O)N([C@@H](C)CO)C[C@@H]2C)cc1	10.1
COc1ccc(C(=O)NC(CC(C)C)C(=O)O)cc1OC (stereo not drawn)	-13.1
Cc1nnc(SCC(=O)Nc2ccc(N3CCOCC3)cc2)o1	-11.3
CCOc1ccc(Cl)cc1S(=O)(=O)n1nnc2ccccc21	10.2
C[C@@H]1CN([C@H](C)CO)C(=O)Cc2cc(NS(C)(=O)=O)ccc2O[C@@H]1CN(C)C(=O)Nc1cccc2ccccc12	-7.6
Cc1noc(C)c1S(=O)(=O)Nc1ccc2c(c1)CC(=O)N([C@@H](C)CO)C[C@H](C)[C@H](CN(C)C(=O)Nc1cccc3ccccc13)O2	-1.4
COc1ccc(NC(=O)N(C)C[C@@H]2Oc3ncc(Br)cc3C(=O)N([C@H](C)CO)C[C@@H]2C)cc1	4.3
CCCC(=O)Nc1ncnc2c1ncn2C1O[C@@H]2COP(=O)(O)O[C@H]2[C@H]1OC(=O)CCC (stereo partly drawn)	-0.9
O=C(CSc1nnc(-c2ccccc2)n1-c1ccc(F)cc1)c1ccccc1	-9.9
COc1ccc(C(=O)c2ccccc2O)c(O)c1	-10.2
CC(C)NC(=O)Nc1ccc2c(c1)C(=O)N([C@H](C)CO)C[C@H](C)[C@@H](CN(C)Cc1ccc(Cl)c(Cl)c1)O2	-8.1

Continued, starting with the last three of the part before.
SMILES	U2OS ROS induce
O=C(CSc1nnc(-c2ccccc2)n1-c1ccc(F)cc1)c1ccccc1	-9.9
COc1ccc(C(=O)c2ccccc2O)c(O)c1	-10.2
CC(C)NC(=O)Nc1ccc2c(c1)C(=O)N([C@H](C)CO)C[C@H](C)[C@@H](CN(C)Cc1ccc(Cl)c(Cl)c1)O2	-8.1
C[C@H]1CN([C@@H](C)CO)C(=O)c2cccc(NC(=O)c3cnccn3)c2O[C@@H]1CN(C)S(=O)(=O)c1cccs1	9.7
C[C@H](CO)N1C[C@H](C)[C@H](CN(C)Cc2ccccc2)Oc2ccc(NS(=O)(=O)c3cccs3)cc2CC1=O	5.7
C[C@H](CO)N1C[C@H](C)[C@H](CN(C)Cc2ccc(C(F)(F)F)cc2)Oc2ccc(NC(=O)Nc3cccc4ccccc34)cc2CC1=O	29.5
Cc1ccc(S(=O)(=O)N(C)C[C@@H]2Oc3ccc(NC(=O)Cn4cnnn4)cc3C(=O)N([C@@H](C)CO)C[C@@H]2C)cc1	-7.2
O=C(O)CCCCCC(=O)N/N=C/c1ccccc1[N+](=O)[O-]	0.3
Cc1noc(C)c1NC(=O)Nc1ccc2c(c1)C(=O)N([C@H](C)CO)C[C@H](C)[C@H](CN(C)Cc1ccc(C(=O)O)cc1)O2	-22.6
O=C(Nc1cc(C(F)(F)F)cc(C(F)(F)F)c1)C(=S)NCCNc1cccc2ccccc12	-11.4
C[C@@H]1CN([C@H](C)CO)C(=O)c2cc(NC(=O)CCCN(C)C)ccc2O[C@H]1CN(C)CC1CCCCC1	-11.9
Cc1sc2ncnc(Sc3ncnc4sc(C)c(C)c34)c2c1C	-14.5
Cc1ccc(C(=O)CSc2nc3cc(C(F)(F)F)ccc3n2C(C)C)cc1	4.6
NNC(=O)Cc1cccc2ccccc12	-12.9
CC(C)NC(=O)N(C)C[C@@H]1Oc2ccc(NC(=O)CCCCCC(=O)Nc3ccccc3N)cc2CC(=O)N([C@H](C)CO)C[C@@H]1C	6.5
CCC(CCCCC(=O)CCCCC1CCC(=O)O1)O[C@@H]1O[C@H](CO[C@@H]2O[C@H](CO)[C@@H](O)[C@H](O)[C@H]2O)[C@H](OC(=O)/C=C/c2ccc(O)cc2)[C@H](OC(C)=O)[C@H]1O (stereo partly drawn)	-6.5
Cn1nnnc1SCC1=C(C(=O)O)N2C(=O)[C@@H](NC(=O)[C@H](O)c3ccccc3)[C@H]2SC1	1.7
CCNc1nc(NC(C)(C)C)nc(SCC(N)=O)n1	-5.8

Ordered by heavy-atom count (falling): some entries from above
SMILES	U2OS ROS induce
Cc1noc(C)c1NC(=O)Nc1ccc2c(c1)C(=O)N([C@H](C)CO)C[C@H](C)[C@H](CN(C)Cc1ccc(C(=O)O)cc1)O2	-22.6
Cc1ccc(S(=O)(=O)N(C)C[C@@H]2Oc3ccc(NC(=O)Cn4cnnn4)cc3C(=O)N([C@@H](C)CO)C[C@@H]2C)cc1	-7.2
O=C(O)CCCCCC(=O)N/N=C/c1ccccc1[N+](=O)[O-]	0.3

An excerpt (hit frequency here may not be typical).
